# Compound activity as filed in PubChem BioAssay.
# Hep lipid drop: hepatic lipid droplet formation modulation; AML12 mouse hepatocytes, oleate lipid droplets, BODIPY imaging; inhibition, % at 6.5 µM; actives 0.4% (n = 240,000);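 active = lipid droplet intensity inhibited by at least 50%, with more than 500 cells counted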
#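 material = mouse AML12 hepatocyte cell line, fixed after treatment | also added = 100 µM oleic acid challenge | doses = compound at 6.5 µM only | schedule = overnight exposure | technique = Image-based BODIPY and DAPI two-channel analysis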
# Siah-1 displacement: Siah-1 peptide-binding antagonists, primary screen, biochemical, fluorescence polarization, rhodamine-plectin, uHTS (AID 1817); Siah-1 / rhodamine-plectin peptide fluorescence polarization; higher % means a stronger effect; one-dose displacement, % at 20 µM; IC50 in µM for titrated hits; actives 0.02% (n = 290,000);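 active = displacement of at least 50% at 20 µM, with a fluorescence ratio check between 0.3 and a set limit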;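 note: plate controls were Siah plus tracer with DMSO for no effect and tracer alone without Siah for full effect; strong numbers were not always called active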
# K1F lysis inhibition: inhibition of K1F phage lysis, E. coli UTI89, bacterial capsule biogenesis inhibitors, alamar blue (AID 488966); E. coli UTI89 K1F phage lysis, alamar blue, 2 h; higher % means a stronger effect; inhibition, % at 100 µM; hits with a dose series show IC50 in µM; actives 0.02% (n = 340,000);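 active = phage lysis inhibition, versus mean bacterial control, above a set limit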;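 note: capsule biogenesis inhibitors block K1F phage lysis so surviving cells raise fluorescence; higher fluorescence means more inhibition of phage lysis; actives were called in the ten point dose series up to 300 µM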
# Hep lipid drop cells 6.5 µM: further read-out of Hep lipid drop, marked with its call; cell count; measured here: cell count, cytotoxicity flag;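 cells counted across two imaged fields per well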
# Starred values were filed as active, the others as inactive; [ ] = dose if it differs, or a comment. A portion of the library; count on the stated rates, not on these rows.
SMILES,Hep lipid drop,Hep lipid drop cells 6.5 µM,Siah-1 displacement,K1F lysis inhibition
CCOC(=O)N1CCN(S(=O)(=O)c2ccc(C(=O)N(CCN(C)C)c3nc4c(C)cccc4s3)cc2)CC1,1.7,642,7.8%,0.0%[50 µM]
COC1CCN(C(=O)c2ccc3oc(Cc4ccc(Cl)cc4)nc3c2)CC1,-4.7,774,1.9%,0.1%
CCOc1ccc(S(=O)(=O)NCC2CCCO2)c2ccccc12 (stereo not given),-1.1,886,-0.9%,0.1%
COc1ccccc1CCNC(=O)C(=O)NCC1OCCN1S(=O)(=O)c1ccc(F)cc1 (stereo not given),-28.6,727,-3.6%,0.3%
COc1ccc(C(=O)NC(C)c2ccc(-n3ccnc3)cc2)cc1[N+](=O)[O-] (stereo not given),0.0,741,2.1%,0.0%
O=C1OC(c2ccc(F)cc2)=C/C1=C\c1ccc(O)cc1,11.2,863,1.6%,0.1%
O=C(CNC(=O)c1ccc([N+](=O)[O-])cc1)N/N=C/c1c[nH]c2ccccc12,7.4,816,3.3%,1.6%[50 µM]
OC(c1cccc(Cl)c1)c1nccc2ccccc12 (stereo not given),-17.3,761,3.6%,2.4%
COCC(=O)N1CCC(Oc2ccc(C(=O)NCc3cc(C(C)C)no3)cc2)CC1,22.7,793,-3.0%,0.0%
O=C(CSc1nncn1-c1cccnc1)Nc1cccc(C(F)(F)F)c1,-15.3,784,3.3%,0.0%

# Ordered by the number under Siah-1 displacement (ascending): 3 of the compounds above.
canonical_smiles,Siah-1 displacement
O=C1OC(c2ccc(F)cc2)=C/C1=C\c1ccc(O)cc1,1.6%
COC1CCN(C(=O)c2ccc3oc(Cc4ccc(Cl)cc4)nc3c2)CC1,1.9%
OC(c1cccc(Cl)c1)c1nccc2ccccc12 (stereo not given),3.6%

# (next part)
SMILES,Hep lipid drop,Hep lipid drop cells 6.5 µM,Siah-1 displacement,K1F lysis inhibition
O=C(NCC1CCOCC1)c1cc(COc2ccc(F)cc2F)on1,-0.2,753,-0.8%,0.2%
O=C(N/C(=C\c1ccco1)C(=O)N1CCOCC1)c1ccc([N+](=O)[O-])cc1,-16.1,843,6.4%,0.3%
COc1ccc(CNC(=O)CSc2nnc3c(n2)[nH]c2ccccc23)cc1,10.0,826,-2.4%,0.1%
COc1cccc(/C=N/n2c(COc3ccccc3)n[nH]c2=S)c1,-4.2,813,-6.1%,0.8%[50 µM]
Cc1ccc(C)c(S(=O)(=O)N2CCCOC2CNC(=O)C(=O)NC2CCCCC2)c1 (stereo not given),-1.2,690,-2.2%,1.3%[50 µM]
CCOc1ccc(NC(=O)CN(C)C(=O)c2ccc3c(c2)C(=O)N(CCC(C)C)C3=O)cc1OCC,-9.4,833,-0.8%,0.1%
COc1cc(/C=C(/C(=O)O)c2ccc(-c3ccccc3)cc2)cc(OC)c1OC,-5.7,830,9.8%,0.0%
COc1cc(-c2cc(C(=O)Nc3cccc(S(=O)(=O)N(C)C)c3)c3ccccc3n2)cc(OC)c1OC,-36.8,773,-0.6%,-0.2%
Cc1ccc(S(=O)(=O)NCCn2nc(C)cc2C)cc1,-14.8,732,2.3%,-0.9%
CCN(c1ccccc1)S(=O)(=O)c1ccc(C(=O)Nc2ncccc2O)cc1,-1.4,680,10.8%,2.7%[50 µM]

# 3 structures out of the list, sorted by SMILES length, falling:
SMILES,Hep lipid drop,Hep lipid drop cells 6.5 µM,Siah-1 displacement,K1F lysis inhibition
COc1ccc(C(=O)NC(C)c2ccc(-n3ccnc3)cc2)cc1[N+](=O)[O-] (stereo not given),0.0,741,2.1%,0.0%
COC1CCN(C(=O)c2ccc3oc(Cc4ccc(Cl)cc4)nc3c2)CC1,-4.7,774,1.9%,0.1%
OC(c1cccc(Cl)c1)c1nccc2ccccc12 (stereo not given),-17.3,761,3.6%,2.4%

# 2 consecutive records out of the list so far:
SMILES,Hep lipid drop,Hep lipid drop cells 6.5 µM,Siah-1 displacement,K1F lysis inhibition
O=C(NCC1CCOCC1)c1cc(COc2ccc(F)cc2F)on1,-0.2,753,-0.8%,0.2%
O=C(N/C(=C\c1ccco1)C(=O)N1CCOCC1)c1ccc([N+](=O)[O-])cc1,-16.1,843,6.4%,0.3%

# Later entries.
SMILES,Hep lipid drop,Hep lipid drop cells 6.5 µM,Siah-1 displacement,K1F lysis inhibition
COCC(=O)Nc1cccc(-c2ccc3nncn3n2)c1,5.5,729,3.8%,0.1%
COc1ccc(CCN2CC(C(=O)N(C)CCc3cn[nH]c3)CCC2=O)cc1 (stereo not given),-13.1,696,2.3%,1.1%
C/C(=N\NC(=O)c1c(Cl)cnn1C)c1cccnc1,0.0,811,-0.8%,-0.2%
CCCc1nc2ccc(NC(C)=O)cc2c(=O)n1Cc1cccc(Cl)c1,-12.3,803,9.0%,0.4%
CC(NC(=O)C1CCN(S(=O)(=O)c2ccc(Br)s2)CC1)c1ccccc1 (stereo not given),10.1,786,-1.7%,1.0%
Cc1cc(C)cc(NC(=O)C2CCN(C(=O)[C@@H]3Cc4ccccc4CN3)CC2)c1,13.6,729,2.2%,0.2%
O=C(Nc1ccccc1C(=O)Nc1ccccn1)c1ccccc1F,1.1,782,5.9%,0.2%
Cc1cccc(C(=O)N2CCCC(Nc3ccc(C)c(C)c3)C2)n1 (stereo not given),-20.4,706,-1.1%,2.1%[50 µM]
CC/C(=N\NC(=O)CNC(=O)/C=C/c1ccc(OC)cc1)c1ccccc1,-1.4,806,0.5%,0.4%
Cc1ccc(S(=O)(=O)N2CCCC2C(=O)NCc2ccccc2Cl)cc1 (stereo not given),-9.7,823,-2.8%,-1.2%
Cc1cc(Cl)cc(C)c1OCCn1ccnc1,2.6,414,-1.2%,0.4%
Cc1ccccc1Nc1ccc2nonc2c1[N+](=O)[O-],-8.1,826,4.8%,0.3%[50 µM]
Cc1cc(C(=O)Nc2ccc3c(c2)OCO3)no1,-12.4,651,3.9%,0.0%
O=[N+]([O-])c1ccc2nc(N3CCCC3)sc2c1,-1.3,404,-1.5%,0.0%
NC(=O)CC(NC(=O)Cc1ccc(Cl)cc1)c1ccc(NC2CC3CCC2C3)c([N+](=O)[O-])c1 (stereo not given),10.3,804,-4.4%,-0.8%
CCN1C(=O)c2cccc3c(N)ccc(c23)C1=O,0.8,804,2.5%,0.1%
CCOc1cccc(Nc2ccc([N+](=O)[O-])cn2)c1,-24.7,719,1.4%,4.6%
N#C/C(=C\c1ccc[nH]1)C(=O)Nc1ccccc1[N+](=O)[O-],2.2,745,32.0%,0.0%
CCn1c(SCC(=O)NC2CCCCC2)nnc1-c1cccnc1,-0.3,830,0.3%,-0.1%
COCc1cc(C)nc(NC2CC(C)(C)NC(C)(C)C2)c1C#N,15.7,784,-6.6%,0.1%
Cc1cccc(C(=O)NCCNC(=O)c2ccco2)c1,-5.5,824,3.1%,0.0%
COc1ccc(C)cc1NS(=O)(=O)c1ccc2c(c1)oc(=O)n2C,-3.5,782,-5.1%,0.0%
O=C(Nc1ccccc1)c1ccc(Br)c(S(=O)(=O)Nc2ccccn2)c1,-0.2,848,7.5%,2.3%[50 µM]
CSCCC(=O)N1CCCC(N2CCN(c3cccc(C(F)(F)F)c3)CC2)C1 (stereo not given),-0.5,779,4.4%,0.2%
CN1CCN(C(=O)c2ccc3c(c2)N(Cc2ccccc2F)C(=O)c2ccccc2S3=O)CC1 (stereo not given),-1.0,709,-5.3%,1.7%
COc1cccc(NC(=O)CC(=O)c2ccc([N+](=O)[O-])cc2)c1,6.0,897,-2.8%,0.3%
Nc1cc(N2CCCCCC2)c2nonc2c1[N+](=O)[O-],-8.5,689,27.8%,0.2%
CSc1nnc(CCNS(=O)(=O)c2ccc(Br)cc2)n1C,-1.6,786,3.8%,0.2%
CC(=O)N1CCc2cc(S(=O)(=O)NCC(=O)NCc3ccccc3Cl)ccc21,-0.5,676,-0.4%,0.0%
COc1ccc(N(CC(=O)NC2CCCCC2)C(=O)CCC(=O)Nc2nc(C)cs2)cc1OC,-0.7,778,-3.2%,-0.2%
Nc1nonc1-n1nnc(C(=O)N/N=C/c2ccc(F)cc2)c1-c1ccc2c(c1)OCO2,-2.9,698,3.7%,-0.1%
COC(=O)Cc1c(C)c2ccc(OCC(=O)N3CCC(C)CC3)c(C)c2oc1=O,21.0,859,-0.4%,2.3%[50 µM]
Cc1ccc(Cn2c(=N)c(S(=O)(=O)c3ccc(Br)cc3)cc3c(=O)n4ccccc4nc32)cc1,-2.1,741,-5.1%,0.2%
Cc1ccc(C(=O)N/N=C/c2ccc(-c3ccc(Br)cc3[N+](=O)[O-])o2)o1,-2.0,751,-1.8%,-0.2%
CCCCn1c(=O)[nH]c(=O)c2c1nc(-c1ccc(OC(F)F)c(OC)c1)n2C,9.0,836,-0.4%,0.1%
CCOC(=O)N1CCN(S(=O)(=O)N2CCCC(C(=O)NCc3ccc(OC)cc3)C2)CC1 (stereo not given),12.2,787,5.8%,0.4%
Cc1ccccc1/C=N/n1c(COc2ccccc2)n[nH]c1=S,-2.9,830,8.1%,-0.3%[50 µM]
Cc1ccc(NC(=S)N2CCC(NC(=O)c3ccco3)CC2)cc1C,12.0,792,-1.0%,0.1%
Cc1ccc(CCNC(=O)C2CCCN(S(C)(=O)=O)C2)cc1 (stereo not given),-14.9,798,-2.9%,-0.1%
CCOC(=O)c1oc2ccccc2c1CN1CC(C)OC(C)C1 (stereo not given),-2.3,739,-0.1%,0.3%
COCCCN1C(=O)N(c2ccc(F)cc2)C(=O)C1CC(=O)Nc1ccc(OC)cc1 (stereo not given),-23.5,818,-0.6%,0.0%
Cc1ccccc1-c1nc(CS(=O)(=O)CC(=O)N2CCCCC2)c(C)o1,-28.7,789,2.0%,0.2%
COC(=O)c1ccccc1NC(=O)CSc1nc(Nc2ccccc2)nc(N2CCOCC2)n1,-18.1,591,-6.4%,1.2%
OC(COc1ccccc1)CN1CCN(C(c2ccccc2)c2ccccc2)CC1 (stereo not given),3.5,783,0.1%,0.3%
O=C(c1ccc(S(=O)(=O)Cc2ccccc2Cl)c([N+](=O)[O-])c1)N1CCOCC1,-1.3,717,1.5%,2.7%
O=C(CN(Cc1ccco1)C(=O)CCC(=O)Nc1ccccn1)NCc1ccccc1,14.1,623,2.7%,-1.1%
O=C1c2ccccc2CN1C(CO)Cc1ccccc1 (stereo not given),-20.3,746,1.0%,0.0%
Cc1ccc(N(CC(=O)NC2CCCC2)C(=O)CNC(=O)c2cccs2)cc1C,-26.3,781,-2.5%,-0.1%
CCc1c(C)nc(N2CCN(c3ccc(OC)cc3)CC2)[nH]c1=O,-0.7,794,7.1%,0.0%
O=S(=O)(NCC(c1ccccc1)N1CCC(O)CC1)c1ccc(Cl)cc1 (stereo not given),-2.0,712,-2.0%,0.4%
Cc1ccc(S(=O)(=O)c2nc(-c3ccco3)oc2SCC(N)=O)cc1,3.9,852,-2.0%,1.0%
